Screening results from PubChem BioAssay.
BioA inh = inhibitors of Mycobacterium tuberculosis BioA enzyme | purified M. tuberculosis BioA enzyme, plate reader | inhibition, % at 9.99 µM | 360,000 compounds, 0.096% hits; in the data active = inhibition above about 40%; inconclusive = no clear call, values can overlap the other calls
UGM FP inh = blocks M. tuberculosis UGM enzyme; P9WIQ1; purified UGM, fluorescence polarization probe displacement; inhibition, % at 10 µM; 320,000 compounds, 0.06% hits; AID 504406; in the data active = inhibition above about 10%, passing the limit was not always enough; inconclusive = no clear call, values can overlap the other calls
Target sequence (P9WIQ1 whole entry, looked up): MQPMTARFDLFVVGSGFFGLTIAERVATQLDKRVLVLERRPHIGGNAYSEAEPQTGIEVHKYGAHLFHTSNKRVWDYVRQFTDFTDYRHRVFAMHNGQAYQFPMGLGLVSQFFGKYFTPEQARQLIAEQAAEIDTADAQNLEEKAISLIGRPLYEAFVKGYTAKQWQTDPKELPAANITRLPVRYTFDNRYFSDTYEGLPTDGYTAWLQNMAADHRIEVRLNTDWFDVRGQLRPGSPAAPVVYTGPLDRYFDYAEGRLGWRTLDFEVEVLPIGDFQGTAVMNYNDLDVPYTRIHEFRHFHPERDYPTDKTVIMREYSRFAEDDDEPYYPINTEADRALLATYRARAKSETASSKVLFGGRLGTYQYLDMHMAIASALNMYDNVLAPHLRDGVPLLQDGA
GDH-TPI counter = GDH-TPI coupled enzyme inhibition counter-screen. GDH-TPI coupled enzyme counterscreen, NADH absorbance. inhibition, % at 4.8 µM. 360,000 compounds, 1.2% hits;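 also: 0% = DMSO wells and 100% = wells lacking the enzyme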
Mtb FBA inh = inhibits M. tuberculosis FBA enzyme. inhibition, % at 1 µM. purified M. tuberculosis FBA, fluorescence read-out. 360,000 compounds, 2.3% hits; in the data active = inhibition above about 27%;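 also: 0% = vehicle and 100% = reference inhibitor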
Target sequence (P9WQA3 whole entry, looked up): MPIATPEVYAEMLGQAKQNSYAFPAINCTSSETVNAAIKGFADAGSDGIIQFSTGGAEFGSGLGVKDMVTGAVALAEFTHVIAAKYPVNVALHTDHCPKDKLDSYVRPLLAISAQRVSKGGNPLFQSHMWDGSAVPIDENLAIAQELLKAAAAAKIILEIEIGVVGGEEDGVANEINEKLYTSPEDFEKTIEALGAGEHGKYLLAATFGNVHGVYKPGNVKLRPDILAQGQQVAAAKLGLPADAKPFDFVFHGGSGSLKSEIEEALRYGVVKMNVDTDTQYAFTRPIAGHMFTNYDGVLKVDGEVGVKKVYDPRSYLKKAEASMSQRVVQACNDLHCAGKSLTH
FadD28 FP inh = blocks FadD28 binding to the bisubstrate probe. fluorescence polarization. inhibition, % at 12.5 µM. 360,000 compounds, 0.22% hits; in the data active = inhibition above about 8.5%, passing the limit was not always enough; inconclusive = no clear call, values can overlap the other calls
BoNT A protease = blocks Botulinum neurotoxin A light chain protease. multiplex microsphere protease substrate cleavage, flow cytometry. inhibition, % at 10 µM. 360,000 compounds, 0.17% hits; in the data active = inhibition above about 30%; inconclusive = no clear call, values can overlap the other calls; also: plate controls were buffer without enzyme for full effect and enzyme alone for no effect
BoNT-F LC inh = blocks Botulinum neurotoxin F light chain protease. Multiplex microsphere protease cleavage assay, flow cytometry. AID 588497. inhibition, % at 10 µM. 360,000 compounds, 0.22% hits; in the data active = inhibition above about 35%, passing the limit was not always enough; inconclusive = no clear call, values can overlap the other calls; also: plate controls were buffer without enzyme for full effect and enzyme alone for no effect
CCHFV vOTU inh = CCHFV vOTU protease inhibition; inhibition, % at 11.5 µM; 370,000 compounds, 0.55% hits; Pep-AMC fluorescence; also: 0% = vehicle wells with enzyme and 100% = no enzyme wells
PrPC TRFRET = cell surface PrPC inhibition, primary TR-FRET screen | TR-FRET read-out | inhibition, % at 13.8 µM | 370,000 compounds, 0.43% hits | AID 720596; in the data active = inhibition above about 24%; also: 0% = median of the test wells and 100% = reference compound wells
An asterisk follows results filed as active; & = joins results of further samples. Rule as the data show it, unless noted: active = inhibition above about 30%; inactive = the rest. Not a hit list. Share with any hit: about 4.8%.

For CN(CC(=O)Nc1ccc(N2CCOCC2)cc1)Cc1c(O)ccc2ccccc12 the results were BioA inh 0.5, UGM FP inh 0.0, GDH-TPI counter -6, Mtb FBA inh 11, FadD28 FP inh -3.4, BoNT A protease 0.0, BoNT-F LC inh -2, CCHFV vOTU inh -8 and PrPC TRFRET -8.
`CCCCCC(O)(CCN1CCCCC1)c1ccccc1` (stereo not drawn) gave BioA inh -0.2, UGM FP inh -1.9, GDH-TPI counter -1, Mtb FBA inh 0, FadD28 FP inh -2.8, BoNT A protease 0.6, BoNT-F LC inh 2, CCHFV vOTU inh 2 and PrPC TRFRET -3.
Screening Cc1ccc(S(=O)(=O)Cn2nnnc2CN2CCN(Cc3ccc4c(c3)OCO4)CC2)cc1 returned BioA inh 3.8, UGM FP inh 3.6, GDH-TPI counter -2, Mtb FBA inh 4, FadD28 FP inh -2.6, BoNT A protease -1.1, BoNT-F LC inh -5, CCHFV vOTU inh 24 and PrPC TRFRET 2.
For COc1ccc(OC)c(N(CC(=O)N2CCCC2)S(C)(=O)=O)c1 the results were BioA inh -1.2, UGM FP inh 0.9, GDH-TPI counter 14, Mtb FBA inh 2, FadD28 FP inh 0.4, BoNT A protease 5.7, BoNT-F LC inh inconclusive, CCHFV vOTU inh -4 and PrPC TRFRET 0.
COc1ccccc1N(Cc1cc(=O)[nH]c2ccccc12)C(=O)C(C)C was read as BioA inh 0.4, UGM FP inh -1.3, GDH-TPI counter 6, Mtb FBA inh 1, FadD28 FP inh -0.6, BoNT A protease 0.9, BoNT-F LC inh -9, CCHFV vOTU inh -11 and PrPC TRFRET 6.
`O=C(c1cccc(Br)c1)N1CCN(C(=O)N2CCOCC2)CC1` gave BioA inh -4.8, UGM FP inh 0.1, GDH-TPI counter 10, Mtb FBA inh 0, FadD28 FP inh 0.4, BoNT A protease -0.3, BoNT-F LC inh 10, CCHFV vOTU inh 5 and PrPC TRFRET 6.
O=S(=O)(Nc1ccc(Cc2ccncc2)cc1)c1ccc(Cl)s1 was read as BioA inh 1.1, UGM FP inh 4.0, GDH-TPI counter 8, Mtb FBA inh 1, FadD28 FP inh -1.8, BoNT A protease -0.3, BoNT-F LC inh -7, CCHFV vOTU inh 0 and PrPC TRFRET 9.
For CCOC(=O)c1c(C)sc2c1N(C(=O)CN1CCOCC1)c1cc(Cl)ccc1S2 the results were BioA inh 0.7, UGM FP inh 2.0, GDH-TPI counter 10, Mtb FBA inh 1, FadD28 FP inh -1.5, BoNT A protease 1.0, BoNT-F LC inh 12, CCHFV vOTU inh 21 and PrPC TRFRET 4.
Cn1c(=O)c2nncnc2n(C)c1=O was read as BioA inh -0.8, UGM FP inh 0.7, GDH-TPI counter -2, Mtb FBA inh -2, FadD28 FP inh -4.2, BoNT A protease -0.2, BoNT-F LC inh -2, CCHFV vOTU inh 15 and PrPC TRFRET -33.
CCCCCCn1c(=O)n2n(c1=O)[C@@H]1CN(S(=O)(=O)c3ccc(C)cc3)C[C@]1(O)[C@@H](OC(=O)Nc1c(C)noc1C)C2 was read as BioA inh -2.3, GDH-TPI counter 3, Mtb FBA inh 0, FadD28 FP inh -0.4, BoNT A protease 0.4, BoNT-F LC inh 0, CCHFV vOTU inh -1 and PrPC TRFRET 6.
`COC(=O)[C@@]1(Sc2ccc(C)cc2)CC(=O)N(P(=O)(OC)OC)[C@@H]1c1ccccc1` gave BoNT A protease 0.0, BoNT-F LC inh 1, CCHFV vOTU inh 1 and PrPC TRFRET 1.
Cc1ccc(OCC(O)Cn2c(=N)n(CCN3CCOCC3)c3ccccc32)cc1 (stereo not drawn) was read as BioA inh -2.0, UGM FP inh -0.7, GDH-TPI counter 1, Mtb FBA inh 1, FadD28 FP inh -4.9, BoNT A protease 0.4, BoNT-F LC inh -8, CCHFV vOTU inh 1 and PrPC TRFRET -6.
`CC(Oc1ccccc1F)C(=O)Nc1ccc2ccccc2c1` (stereo not drawn) gave BioA inh -1.2, UGM FP inh -1.0, GDH-TPI counter 1, Mtb FBA inh 0, FadD28 FP inh -2.5, BoNT A protease 0.6, BoNT-F LC inh 4, CCHFV vOTU inh 15 and PrPC TRFRET 3.
Screening FC(F)(F)c1cccc(Nc2nc(N3CCCC3)nc(N3CCCC3)n2)c1 returned UGM FP inh 0.7, GDH-TPI counter -6, Mtb FBA inh -3, FadD28 FP inh -3.7, BoNT A protease -0.5, BoNT-F LC inh -4, CCHFV vOTU inh -4 and PrPC TRFRET -1.
CCOC(=O)CNC(=O)CSc1nc(N)cc(N)n1 was read as BioA inh -1.6, UGM FP inh -1.7, GDH-TPI counter 6, Mtb FBA inh -1, FadD28 FP inh -0.7, BoNT A protease -1.0, BoNT-F LC inh 1, CCHFV vOTU inh 10 and PrPC TRFRET 4.
Screening O=C(c1ccc(C(F)(F)F)cc1)N(CCCn1ccnc1)C(c1ccccn1)c1nc2ccccc2[nH]1 (stereo not drawn) returned BioA inh 0.2, Mtb FBA inh -3, FadD28 FP inh -4.1, BoNT A protease 0.1, BoNT-F LC inh -8, CCHFV vOTU inh 2 and PrPC TRFRET 4.
`O=C(O)COc1ccccc1C1C2C(=O)N(c3ccc(F)cc3)C(=O)C2ON1c1ccccc1` (stereo not drawn) gave BioA inh -1.8, UGM FP inh 0.9, GDH-TPI counter 6, Mtb FBA inh 3, FadD28 FP inh -2.2, BoNT A protease -0.3, BoNT-F LC inh -7, CCHFV vOTU inh 9 and PrPC TRFRET 2.
N=c1sccn1CC(=O)Nc1ccccc1-c1ccccc1 was read as BioA inh -0.2, UGM FP inh 1.2, GDH-TPI counter 3, Mtb FBA inh 0, FadD28 FP inh -0.3, BoNT A protease 0.1, BoNT-F LC inh -1, CCHFV vOTU inh -9 and PrPC TRFRET -10.
Cn1c(CC(=O)Nc2ccccc2F)nnc1SCC(=O)NC1CCCC1 was read as UGM FP inh 0.0, GDH-TPI counter -5, Mtb FBA inh -2, BoNT A protease -0.6, BoNT-F LC inh 1, CCHFV vOTU inh -13 and PrPC TRFRET 5.
Screening Oc1ccc(C[C@H]2CNC(=S)N2CC2CCCN2C[C@H](Cc2ccc(O)cc2)N2C[C@H](Cc3ccc(O)cc3)N(CC3CCCCC3)C2=S)cc1 (stereo partly drawn) returned BioA inh -2.0, GDH-TPI counter 24, Mtb FBA inh 1, FadD28 FP inh -0.4, BoNT A protease -0.5, BoNT-F LC inh 1, CCHFV vOTU inh 13 and PrPC TRFRET -9.
Screening Cc1ccc(S(=O)(=O)N2C[C@@H](C)[C@]3(C2)[C@H](O)[C@H](OC(=O)NCc2ccccc2F)C[C@H]2C(=O)N(c4ccccc4)C(=O)[C@H]23)cc1 returned BioA inh -0.4, GDH-TPI counter 13, Mtb FBA inh 1, FadD28 FP inh -1.2, BoNT A protease -0.4, BoNT-F LC inh 0, CCHFV vOTU inh -4 and PrPC TRFRET -13.
CCOCCCNC(=O)c1cn(C)c(=O)c2cc(OC)c(OC)cc12 was read as BioA inh -2.6, UGM FP inh 4.1, GDH-TPI counter 0, Mtb FBA inh 3, FadD28 FP inh -2.2, BoNT A protease -3.1, BoNT-F LC inh -29, CCHFV vOTU inh 17 and PrPC TRFRET 2.
Cc1ccc(S(=O)(=O)N2CCOCC2)cc1NC(=O)COC(=O)CNC(=O)c1ccccc1 was read as BioA inh 0.6, UGM FP inh -2.0, GDH-TPI counter 3, Mtb FBA inh -4, FadD28 FP inh -2.0, BoNT A protease 0.4, BoNT-F LC inh -5, CCHFV vOTU inh -13 and PrPC TRFRET -3.
Screening Cc1cccc(Cl)c1NC(=O)N1CCCN(c2ncccc2[N+](=O)[O-])CC1 returned BioA inh -0.7, UGM FP inh -0.6, GDH-TPI counter -1, Mtb FBA inh -6, FadD28 FP inh -3.5, BoNT A protease -0.4, BoNT-F LC inh 3, CCHFV vOTU inh -3 and PrPC TRFRET -9.
`C[C@@H]1CN([C@@H](C)CO)S(=O)(=O)c2ccc(/C=C/c3ccccc3)cc2O[C@@H]1CN(C)Cc1ccc(C(=O)O)cc1` gave BioA inh 3.3&1.0&0.9, GDH-TPI counter 25, Mtb FBA inh 1, FadD28 FP inh -1.9, BoNT A protease -0.2, BoNT-F LC inh -4, CCHFV vOTU inh 13 and PrPC TRFRET 9.
For S=C1NCN(Cc2ccco2)CN1Cc1ccco1 the results were BioA inh -1.5, UGM FP inh -0.2, GDH-TPI counter -6, Mtb FBA inh 1, FadD28 FP inh -0.9, BoNT A protease -5.1, BoNT-F LC inh 2, CCHFV vOTU inh -3 and PrPC TRFRET -7.
For C=CCn1c(SCC(=O)NCc2ccc3c(c2)OCO3)nc2scc(-c3ccccc3)c2c1=O the results were BioA inh -0.3, UGM FP inh -4.6, GDH-TPI counter -7, Mtb FBA inh 0, FadD28 FP inh -4.1, BoNT A protease 0.4, BoNT-F LC inh -2, CCHFV vOTU inh -2 and PrPC TRFRET 1.
`CC(=O)c1sc(NC(=O)CCN2C(=O)C3CC=CCC3C2=O)nc1-c1ccccc1` (stereo not drawn) gave UGM FP inh 3.5, GDH-TPI counter 15, Mtb FBA inh 0, FadD28 FP inh -2.3, BoNT A protease 0.1, BoNT-F LC inh -7, CCHFV vOTU inh 1 and PrPC TRFRET -11.
Screening COc1cc(SC)ccc1C(=O)Nc1nccs1 returned BioA inh 0.0, UGM FP inh -1.3, GDH-TPI counter 16, Mtb FBA inh 0, FadD28 FP inh -4.2, BoNT A protease 1.2, BoNT-F LC inh -3, CCHFV vOTU inh 9 and PrPC TRFRET 0.
COc1cc(NC(=O)CS(=O)(=O)c2ccccc2)cc(OC)c1OC was read as BioA inh -0.1, UGM FP inh 0.2, GDH-TPI counter -13, Mtb FBA inh 0, FadD28 FP inh -0.4, BoNT A protease -0.1, BoNT-F LC inh -5, CCHFV vOTU inh 3 and PrPC TRFRET -1.

Overlap with the part before: two entries, followed by the next part.
Screening COc1cc(SC)ccc1C(=O)Nc1nccs1 returned BioA inh 0.0, UGM FP inh -1.3, GDH-TPI counter 16, Mtb FBA inh 0, FadD28 FP inh -4.2, BoNT A protease 1.2, BoNT-F LC inh -3, CCHFV vOTU inh 9 and PrPC TRFRET 0.
COc1cc(NC(=O)CS(=O)(=O)c2ccccc2)cc(OC)c1OC was read as BioA inh -0.1, UGM FP inh 0.2, GDH-TPI counter -13, Mtb FBA inh 0, FadD28 FP inh -0.4, BoNT A protease -0.1, BoNT-F LC inh -5, CCHFV vOTU inh 3 and PrPC TRFRET -1.
`CCc1ccccc1N(CC(=O)NC1CCCCC1)C(=O)CCCC(=O)Nc1ccccn1` gave BioA inh -0.5, UGM FP inh -4.1, GDH-TPI counter -10, Mtb FBA inh -2, FadD28 FP inh -1.4, BoNT A protease -2.1, BoNT-F LC inh 8, CCHFV vOTU inh 11 and PrPC TRFRET -3.
O=C(Cn1cnc2c(oc3ccccc32)c1=O)c1ccccc1 was read as BioA inh 2.3, UGM FP inh 0.2, GDH-TPI counter -6, Mtb FBA inh -1, FadD28 FP inh -0.9, BoNT A protease -0.9, BoNT-F LC inh -9, CCHFV vOTU inh 3 and PrPC TRFRET 13.
Screening CCOc1ccc(Br)cc1S(=O)(=O)N1CC(C)OC(C)C1 (stereo not drawn) returned BioA inh 0.1, UGM FP inh -0.3, GDH-TPI counter 5, Mtb FBA inh 0, FadD28 FP inh -0.8, BoNT A protease 12, BoNT-F LC inh 21, CCHFV vOTU inh -1 and PrPC TRFRET -1.
Screening Cc1c(Cl)cccc1NC(=S)NCCc1ccc(C(F)(F)F)cc1 returned BioA inh -1.3, UGM FP inh 1.0, GDH-TPI counter -2, Mtb FBA inh -1, FadD28 FP inh -14, BoNT A protease -0.7, BoNT-F LC inh -7, CCHFV vOTU inh 6 and PrPC TRFRET 5.
`COc1ccc(C)cc1S(=O)(=O)NC1CC1` gave BioA inh -1.2, UGM FP inh -2.3, GDH-TPI counter 7, Mtb FBA inh 3, FadD28 FP inh 0.5, BoNT A protease -3.7, BoNT-F LC inh 5, CCHFV vOTU inh 11 and PrPC TRFRET -2.
Cc1ccc(S(=O)(=O)NC(=O)c2ccccc2F)cc1 was read as BioA inh -2.4, UGM FP inh 1.1, GDH-TPI counter 4, Mtb FBA inh 6, FadD28 FP inh 0.0, BoNT A protease 2.4, BoNT-F LC inh 7, CCHFV vOTU inh 0 and PrPC TRFRET -5.
